# GBA activity up = increases beta-glucosidase activity in Gaucher fibroblasts; 30,000 tested, 0.44% active; activation, % at 10 µM; L444P Gaucher fibroblasts, 4-MU-glucoside fluorescence, 3 days; AID 784; P04062; in the data active = activation above about 65%;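 also: 0% = vehicle wells and 100% = positive control wells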
# Target sequence (P04062 whole entry L483P): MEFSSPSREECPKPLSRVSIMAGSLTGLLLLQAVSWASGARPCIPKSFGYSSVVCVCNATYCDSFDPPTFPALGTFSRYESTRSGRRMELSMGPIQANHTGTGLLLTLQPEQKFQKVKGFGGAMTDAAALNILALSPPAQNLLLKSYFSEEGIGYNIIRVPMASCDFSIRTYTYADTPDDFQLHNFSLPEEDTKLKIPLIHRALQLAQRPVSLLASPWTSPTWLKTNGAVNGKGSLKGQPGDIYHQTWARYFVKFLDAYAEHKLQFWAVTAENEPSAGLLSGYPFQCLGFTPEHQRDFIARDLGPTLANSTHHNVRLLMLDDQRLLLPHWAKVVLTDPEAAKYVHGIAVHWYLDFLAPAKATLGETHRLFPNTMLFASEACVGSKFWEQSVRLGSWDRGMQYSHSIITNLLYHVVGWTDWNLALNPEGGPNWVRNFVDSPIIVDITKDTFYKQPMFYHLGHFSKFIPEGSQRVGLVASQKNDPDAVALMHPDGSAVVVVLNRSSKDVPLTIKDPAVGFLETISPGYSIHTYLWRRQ
# Starred values were filed as active, the others as inactive. This is a subset; rates above refer to the full screens.
SMILES,GBA activity up
CC(C)CCNC(=O)C(c1ccco1)N(Cc1ccc(F)cc1)C(=O)c1snc(C(N)=O)c1N (stereo not given),-17
Cc1ccccc1NC(=O)CSc1nc(N)c(C#N)cc1C#N,-2
CCOC(=O)C1=C(N)n2c(s/c(=C\c3cccnc3)c2=O)=C(C(=O)OCC)C1c1cccnc1 (stereo not given),7
COc1ccc(C(=O)N2CCc3cc(OC)c(OC)cc3C2)cc1OC,-6
O=C(NCCCN1CCCC1=O)c1cc(=O)c2ccccc2o1,-5
CCCS(=O)(=O)N1CCCC(C(=O)N2CCN(c3ccccn3)CC2)C1 (stereo not given),-1
COc1ccc(-c2cc(C(=O)Nc3cccc(C(C)=O)c3)no2)cc1,0
CC1(C)Cc2c(sc3ncn4nc(CCC(=O)O)c(=O)nc4c23)CO1,-29
COC(=O)c1c(N)c(C#N)c2n1CCCCC2,-15
CCOc1ccc(NC(=O)N2CCN(c3nc4ccccc4s3)CC2)cc1,-24
Oc1ccccc1-c1cc(-c2cccc(F)c2)n[nH]1,26
CCOCCCNCc1cccc(OC)c1,-4
CCC(C)(C)n1nnnc1C(c1cccs1)N1CCN(c2nc3ccccc3s2)CC1 (stereo not given),-14
O=C(c1ccco1)N1CCN(C(=O)N2c3ccccc3Sc3ccccc32)CC1,-21
Cc1ccc(C)c(N2CCN(C(=O)c3ccccc3Br)CC2)c1,-16
COc1ccc(C2=NOC(C(=O)N3CCCc4ccccc43)C2)cc1 (stereo not given),-5
CC(=O)Oc1ccc(N2C(=O)CCC2=O)cc1,-10
COc1cc2c(C(=O)NCCCOC(C)C)cn(CC(C)C)c(=O)c2cc1OC,-37
COc1cccc(C=Nc2ccc3c(c2)OCCO3)c1O,-2
O=C1NC(=O)C(CC(=O)N(Cc2ccco2)C2(C(=O)NC3CCCC3)CCCCC2)N1 (stereo not given),-9
COC(=O)C(NS(C)(=O)=O)(c1c(C)[nH]c2ccccc12)C(F)(F)F (stereo not given),-10
CC(=O)Cc1nsc(NC(=O)c2ccc(-c3cc(C(F)(F)F)ccc3Cl)o2)n1,-21
CCOC(=O)Nc1ccc2c(c1)N(C(=O)CN1CCN3CCCC3C1)c1ccccc1CC2 (stereo not given),-8
COc1ccccc1-c1cc(C(F)(F)F)nc(NCc2ccco2)n1,-3
COc1ccccc1OC1=NS(=O)(=O)c2ccccc21,-26

# Other structures follow.
SMILES,GBA activity up
COc1ccc(CNC(=O)Cn2cnc3c(=O)n(C)c(=O)n(C)c32)cc1,1
COc1ccccc1N1CCN(Cc2nc3ccccc3c(=O)n2CC(C)=O)CC1,-10
COc1ccc(-n2cnnc2SCC(=O)c2ccc(S(=O)(=O)N3CCOCC3)cc2)cc1,-19
O=C(NCc1ccccc1Cl)C1CCN(S(=O)(=O)N2CCCCC2)CC1,-20
Cc1noc(C)c1CSc1nc2sc(C)c(C)c2c(=O)n1-c1ccccc1,29
CC(=O)Nc1ccc(-n2c(C)c(C(C)=O)c(C(C)=O)c2C)cc1,-1
Cc1ccc(C(=O)c2coc3ccc(OCC(=O)O)cc23)cc1,-2
O=c1[nH]cnc2c1nc(SCc1ccccc1)n2C1OC(CO)C(O)C1O (stereo not given),-20
CCS(=O)(=O)n1nc(C(=O)N2CCOCC2)nc1N,-6
COc1cc2ccccc2cc1C(=O)N1CCN(C)CC1,6
COC(=O)c1ccccc1NC(=O)Cn1ccnc1,-4
O=C1CC(c2cccs2)c2cc3c(cc2N1)OCO3 (stereo not given),-43
O=C(CN1C(=O)CSC1=O)Nc1ccc(F)c(F)c1F,-14
Cc1ccc2c(c1)C(O)(c1c(C)[nH]c3ccccc13)C(=O)N2 (stereo not given),27
COCCOC(=O)C1=C(C)OC(N)=C(C#N)C1c1ccc2c(c1)OCO2 (stereo not given),-14
O=S(=O)(NCCSc1ccc(Cl)cc1)c1ccc2c(c1)OCCO2,1
CCCN1C(=O)C2C(C(=O)Nc3cccc(OC)c3)C3C=CC2(O3)C1C(=O)NC1CCCCC1 (stereo not given),-3
Cc1ccc(NC(=O)CSc2nnc(-c3ccc(S(=O)(=O)N4CCCC4)cc3)o2)cc1C,-44
CC1CC(C)CN(c2oc(-c3ccco3)nc2C#N)C1 (stereo not given),-7
O=C1C(C=NCc2ccco2)=C(O)c2ccccc21,-22
Oc1c(C(Nc2nc3ccccc3s2)c2ccco2)ccc2cccnc12 (stereo not given),-15
O=C(NCCN1CCOCC1)c1ccc2c(c1)N(Cc1ccccc1F)C(=O)CS2,7
CC1=C(C(=O)Nc2ccccc2C)C(c2ccc(C)o2)N2C(=O)CSC2=N1 (stereo not given),-13
COc1ccccc1C1(O)CCN(CC(=O)Nc2c(C)nn(C)c2C)CC1,10
N#CC(C(=O)NCCc1ccccc1)c1nc2ccccc2nc1N1CCCCC1 (stereo not given),-19

# Random excerpt: seven records from the list, in no set order.
SMILES,GBA activity up
COc1ccccc1C1(O)CCN(CC(=O)Nc2c(C)nn(C)c2C)CC1,10
CC1=C(C(=O)Nc2ccccc2C)C(c2ccc(C)o2)N2C(=O)CSC2=N1 (stereo not given),-13
Cc1ccc(NC(=O)CSc2nnc(-c3ccc(S(=O)(=O)N4CCCC4)cc3)o2)cc1C,-44
Cc1noc(C)c1CSc1nc2sc(C)c(C)c2c(=O)n1-c1ccccc1,29
O=S(=O)(NCCSc1ccc(Cl)cc1)c1ccc2c(c1)OCCO2,1
Cc1ccc2c(c1)C(O)(c1c(C)[nH]c3ccccc13)C(=O)N2 (stereo not given),27
Oc1c(C(Nc2nc3ccccc3s2)c2ccco2)ccc2cccnc12 (stereo not given),-15

# (more compounds)
SMILES,GBA activity up
CC1(C)CC(=O)C=C(NCC(=O)O)C1,12
Cc1ccccc1NC(=O)Nc1cccs1,64
C=CCn1c(SCCCCCC)nc(O)cc1=O,-30
CCCCN(C)C(=O)c1coc(=O)c2ccccc12,-39
NC(=O)CCc1c[nH]c2ccccc12,-20
CC(C)CNC(=O)C1CC(=O)OC12CCCCC2 (stereo not given),14
Cc1ccc(-c2cc(C(F)F)n3ncc(C(=O)NCc4ccco4)c3n2)cc1,24
COc1ccc(CCN2C(=O)CC(N3CCN(S(=O)(=O)c4ccccc4)CC3)C2=O)cc1 (stereo not given),-4
CC(C)n1c(NCc2ccc(N(C)C)cc2)nc2ccccc21,-16
COc1cc2c(cc1OC)C(c1ccncc1)CC(=O)N2 (stereo not given),-31
CC(C)CN(CC(C)C)S(=O)(=O)N1CCC(C(=O)NCc2cccs2)CC1,16
CCC(C)C(NCc1cccc(C)c1)C(=O)O (stereo not given),-7
CC(C)OC(=O)CN1CCN(C2c3ccccc3-c3ccccc32)CC1,-13
CC1CCCN(c2nc3ccccc3nc2C(C#N)S(=O)(=O)c2ccccc2)C1 (stereo not given),-23
Cc1onc(-c2ccccc2Cl)c1C(=O)Nc1ccc(-n2nncc2C(C)(C)C)cc1,-21
C#CCOC(=O)c1ccccc1C(=O)OCC#C,26
CCOC(=O)C1CCN(C(=O)c2ccccc2N(C)S(C)(=O)=O)CC1,-6
O=S(=O)(NCc1ccccc1)c1ccc(S(=O)(=O)N2CCCCC2)cc1,-9
Cc1ccc(N(CC(=O)Nc2ccc(F)cc2)S(=O)(=O)N2CCCC2)cc1,-5
COc1ccc(NS(=O)(=O)c2cc(C)ccc2NC(=O)c2cc(C)oc2C)cc1,-19
O=C(CSCc1cnn(-c2ccccc2)c1-n1cccc1)NCCN1CCOCC1,-56
Cc1cc(=O)c2cc(Cl)ccc2[nH]1,8
Cc1ccc(CNC(=O)C2CCCN(S(=O)(=O)c3cccnc3)C2)cc1 (stereo not given),-17
CCOC(=O)c1c(C)c(C(=O)NCc2ccccn2)c(C)n1C,-11
O=C(c1ccco1)N1CCN(S(=O)(=O)c2ccc(Br)s2)CC1,-25

# (next part)
SMILES,GBA activity up
O=C(CCNS(=O)(=O)c1cccs1)Nc1ccccc1F,-69
CC1(C)O[C@@H]2C[C@H]3[C@@H]4CCC5=CC(=O)C=C[C@]5(C)[C@@]4(F)[C@@H](O)C[C@]3(C)[C@]2(C(=O)CO)O1,-24
c1ccc(Cn2nnc3c(N4CCc5ccccc54)ncnc32)cc1,5
Nc1c(C(=O)c2ccccc2)oc2ccc(Br)cc12,-1
CC(=O)OC(/C(O)=C(\C#N)c1nc2ccccc2[nH]1)c1ccccc1 (stereo not given),6
O=C(O)C1Cc2ccccc2CN1C(=O)c1ccccc1 (stereo not given),-4
CC(CS(=O)(=O)c1cccc2cccnc12)N1CCCCC1 (stereo not given),108*
CC(=O)Nc1ccc(S(=O)(=O)/N=C2\SCCN2S(=O)(=O)c2ccc(NC(C)=O)cc2)cc1,-1
COC(=O)c1ccccc1NC(=O)Cn1cnc2ccc(S(=O)(=O)N3CCC(C)CC3)cc2c1=O,-22
COCCNC(=O)C1CC(=O)N(C2CCCC2)C1 (stereo not given),-14
COc1ccc(CCn2c(C)cc(C(=O)CSc3nnnn3-c3ccccc3)c2C)cc1OC,8
COc1ccc(-c2nnc(SCCOc3cccc(C)c3)n2N)cc1,3
Cc1noc(C)c1COC(=O)c1ccc(-c2nc3ccccc3s2)s1,-7
CCOc1ccc(-c2nnc(-c3snc(-c4ccc(F)cc4)c3N=CN(C)C)o2)cc1,-11
c1cc(C(c2nnnn2C2CCCCC2)N2CCN3CCCC3C2)ccn1 (stereo not given),-22
CNCc1cc2ccc(C)cc2[nH]c1=O,-17
O=C(O)c1ccc(S(=O)(=O)NC2CCCCC2)cc1,-6
COC(=O)c1ccccc1NC(=O)CN1C(=O)CSC1=O,-8
CCc1ccc2c(CN3CCc4ccccc43)cc(=O)oc2c1,-10
c1ccc(-c2cn3c4c(sc3n2)CCCC4)cc1,21
COc1cc(NS(=O)(=O)c2ccc(Br)s2)cc(OC)c1,-27
CCOc1ccccc1N1CCN(C(=O)c2cc3c(s2)CCC3)CC1,-14
O=C(OCCN1C(=O)c2ccccc2C1=O)c1cc(=O)[nH]c2ccccc12,7
O=C(CCCSc1nc2ccccc2[nH]1)NC1=NCCS1,-15
CC(Sc1nc2ccccc2c(=O)n1Cc1ccco1)C(=O)c1ccccc1 (stereo not given),-5

# Following part.
SMILES,GBA activity up
CCn1nc(NC(=O)c2ccccn2)c2cc3cc(C)ccc3nc21,-15
CCn1c(CNc2ccc(C)cc2C)nnc1SCC(=O)N1CCCc2ccccc21,-41
CCC1CCCCN1C(=O)c1cc(-c2ccc(Cl)c(Cl)c2)on1 (stereo not given),-9
COc1ccc(Cc2nnc(NC(=O)c3ccco3)s2)cc1OC,1
C=C(C)Cn1c(-c2ccccc2)nc2ccccc21,-15
CCN(c1ccccc1)S(=O)(=O)c1ccc(F)c(C(=O)O)c1,-1
CCC(C)C(NC(=O)c1ccccc1NC(=O)c1ccc(OC)cc1)C(=O)NCc1ccco1 (stereo not given),3
N#Cc1c(Nc2ccccc2)c(C=NCCN2CCOCC2)c[nH]c1=O,-10
O=C(NCc1ccc2c(c1)OCO2)C1CCN(c2ncccn2)CC1,14
Cc1nc2ccccn2c1-c1nnco1,-2
O=C(NCc1ccccc1)c1cc(-c2cccs2)on1,-12
CC1(C)C(=O)C2(C(=O)NCc3ccccc3)CCC1C2 (stereo not given),5
COc1ccccc1N(CC(=O)NC1CCCC1)C(=O)CCC(=O)Nc1cc(C)on1,-33
O=C(Nc1ccccc1)N1CCCN(Cc2ccccc2F)C1,-47
Cn1c(=O)n(Cc2ccc(F)cc2)c(=O)c2c1nc1n2CCCN1Cc1ccccc1,-8
CCOC(=O)N1CCN(C(=O)c2cccc(NC(=O)c3ccco3)c2)CC1,-42
Cc1cccc(-c2noc(CN(C(=O)c3ccc(Br)o3)C(C)C)n2)c1,-18
O=C(NCc1ccncc1)C12CC3CC(CC(C3)C1)C2,-9
Cc1cc(NCCCN2CCOCC2)n2ncc(-c3ccccc3)c2n1,-1
Cc1csc2ncc(C(=O)NCc3ccco3)c(=O)n12,-9
CCSc1nc2ccccc2n1CCC(=O)O,-14
O=C(O)c1cc2ccc3ccccc3c2[nH]1,-5
CC(=O)Nc1nc(CC(C)C)cc(-c2ccco2)c1C#N,-6
COC(=O)C1C2C=CC3(CN(CC4CCCO4)C(=O)C13)O2 (stereo not given),-30
O=C1OCCC1Sc1nc2ccccc2[nH]1 (stereo not given),-3

# (next part)
SMILES,GBA activity up
COc1ccc(-c2nnn(CC(=O)N(CC(=O)NCCC(C)C)Cc3cccs3)n2)cc1OC,2
O=C(O)C1CCN(S(=O)(=O)c2cccnc2)CC1,17
O=C(Cn1cnc2sc(-c3ccccc3)cc2c1=O)NCc1ccco1,-31
COc1ccc(NC(=O)CNc2cccc(C#N)c2)cc1Cl,6
O=c1nc2n(c3c4c(sc13)CCC4)CCC2,-7
Cn1ccnc1SCC(=O)N(C1CCCCC1)C1CCCCC1,-6
COc1ccccc1-n1nnnc1S(=O)(=O)Cc1ccc(Cl)cc1,-13
O=C(NCc1ccccc1Cl)c1cnn2cccnc12,4
CCCn1c(CNc2ccccc2O)nc2ccccc21,-15
Cc1ccc(S(=O)(=O)N2CCC(C(=O)Nc3ccccc3N3CCCCC3)CC2)cc1,13
CCC(C)(C)NC(=O)CC(c1ccc(OC)cc1)n1cccc1 (stereo not given),11
O=C(CN1C(=O)C2C3C=CC(C3)C2C1=O)NCCc1ccccc1 (stereo not given),-16
COc1ccc(-c2noc(CCC(=O)N3CCN(c4cc(C)ccc4C)CC3)n2)cc1,-38
COc1ccc(N2CCN(c3ncnc4c3cnn4-c3ccc(C)cc3C)CC2)cc1,-3

# Arranged by heavy-atom count (falling): some entries from above
SMILES,GBA activity up
COc1ccc(-c2nnn(CC(=O)N(CC(=O)NCCC(C)C)Cc3cccs3)n2)cc1OC,2
COc1ccc(-c2noc(CCC(=O)N3CCN(c4cc(C)ccc4C)CC3)n2)cc1,-38
O=C(Cn1cnc2sc(-c3ccccc3)cc2c1=O)NCc1ccco1,-31
O=C(CN1C(=O)C2C3C=CC(C3)C2C1=O)NCCc1ccccc1 (stereo not given),-16
CCC(C)(C)NC(=O)CC(c1ccc(OC)cc1)n1cccc1 (stereo not given),11
COc1ccc(NC(=O)CNc2cccc(C#N)c2)cc1Cl,6
CCCn1c(CNc2ccccc2O)nc2ccccc21,-15
O=c1nc2n(c3c4c(sc13)CCC4)CCC2,-7
